Assay outcomes deposited in PubChem BioAssay by several laboratories.
BoNT-A LC inh2 – BoNT A light chain protease inhibition; multiplex microsphere protease substrate cleavage, flow cytometry; inhibition, % at 10 µM; hit rate 0.17% among 360,000; AID 588499; also: plate controls were buffer without enzyme for full effect and enzyme alone for no effect
SSB-PriA inh – blocks PriA binding to SSB C-terminal tail | AlphaScreen SSBct-PriA binding, biotinylated peptide | inhibition, % at 33 µM | hit rate 0.6% among 430,000 | AID 1272365; in the data active = inhibition mostly above about 37%, no sharp cut-off; inactive = mostly below about 20%;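 also: plate controls were negative control peptide for no effect and reference peptide for full effect; strong numbers were not always called active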
Vc quorum ag – quorum light induction in luxS cqsA deficient V. cholerae; hit rate 0.16% among 350,000; V. cholerae BH1578 lux reporter, luminescence, 6 h; activation, % at 18.7 µM; AID 588436; in the data active = activation mostly above about 9.7%, no sharp cut-off; also: not every result past the cut was called active; inactives centre near 0; reference of the scale not given here
TcdB GH inh – blocks C. difficile toxin B glycohydrolase activity. P18177. TcdB glycohydrolase enzymatic assay, plate reader. inhibition, % at 9.99 µM. hit rate 0.24% among 350,000; in the data active = inhibition above about 10%
Yp Topo-I inh – inhibitors of Yersinia pestis topoisomerase I. activity, % at 10 µM. hit rate 0.064% among 360,000. Y. pestis Topo-I cleavage product accumulation, plate reader; in the data active = activity above about 50%, passing the limit was not always enough; also: inactives centre near 2
VHR inh abs – inhibitors of human VHR1 phosphatase (DUSP3); AID 1654; inhibition, % at 13.3 µM; recombinant VHR phosphatase, pNPP absorbance; hit rate 0.52% among 290,000; P51452; in the data active = inhibition above about 50%; also: some compounds called inactive have numbers as strong as hits
Target sequence (P51452 whole entry, looked up): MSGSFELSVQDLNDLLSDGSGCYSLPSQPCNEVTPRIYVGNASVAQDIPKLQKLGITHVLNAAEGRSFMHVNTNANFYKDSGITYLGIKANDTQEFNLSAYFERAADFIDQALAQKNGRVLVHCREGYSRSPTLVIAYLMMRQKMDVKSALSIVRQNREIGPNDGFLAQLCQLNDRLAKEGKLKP
3CLpro inhibitor – SARS-CoV 3CLpro protease inhibition; P0C6X7; hit rate 0.14% among 290,000; recombinant SARS-CoV 3CLpro, quenched FRET peptide cleavage; inhibition, % at 6 µM; AID 1706; in the data active = inhibition above about 12%
PfHsp40 rescue – rescue of PfHsp40-mediated yeast toxicity; S. cerevisiae expressing PfHsp40, growth rescue, ATP luminescence; growth rescue, % at 12.5 µM; hit rate 0.68% among 340,000; in the data active = growth rescue above about 28%, passing the limit was not always enough;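 also: yeast W303a lacking pdr1 and pdr3 grown in galactose medium; growth measured after three days at 30 °C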
CCHFV vOTU inh – CCHFV vOTU protease inhibition; Pep-AMC fluorescence; inhibition, % at 11.5 µM; hit rate 0.55% among 370,000; AID 651958; in the data active = inhibition above about 30%; also: 0% = vehicle wells with enzyme and 100% = no enzyme wells
Anthrax LF prot – inhibitors of Bacillus anthracis lethal factor protease; P15917; multiplex microsphere protease cleavage assay, LF; inhibition, % at 10 µM; hit rate 0.12% among 360,000; also: plate controls were buffer without enzyme for full effect and enzyme alone for no effect
Target sequence (P15917 whole entry, looked up): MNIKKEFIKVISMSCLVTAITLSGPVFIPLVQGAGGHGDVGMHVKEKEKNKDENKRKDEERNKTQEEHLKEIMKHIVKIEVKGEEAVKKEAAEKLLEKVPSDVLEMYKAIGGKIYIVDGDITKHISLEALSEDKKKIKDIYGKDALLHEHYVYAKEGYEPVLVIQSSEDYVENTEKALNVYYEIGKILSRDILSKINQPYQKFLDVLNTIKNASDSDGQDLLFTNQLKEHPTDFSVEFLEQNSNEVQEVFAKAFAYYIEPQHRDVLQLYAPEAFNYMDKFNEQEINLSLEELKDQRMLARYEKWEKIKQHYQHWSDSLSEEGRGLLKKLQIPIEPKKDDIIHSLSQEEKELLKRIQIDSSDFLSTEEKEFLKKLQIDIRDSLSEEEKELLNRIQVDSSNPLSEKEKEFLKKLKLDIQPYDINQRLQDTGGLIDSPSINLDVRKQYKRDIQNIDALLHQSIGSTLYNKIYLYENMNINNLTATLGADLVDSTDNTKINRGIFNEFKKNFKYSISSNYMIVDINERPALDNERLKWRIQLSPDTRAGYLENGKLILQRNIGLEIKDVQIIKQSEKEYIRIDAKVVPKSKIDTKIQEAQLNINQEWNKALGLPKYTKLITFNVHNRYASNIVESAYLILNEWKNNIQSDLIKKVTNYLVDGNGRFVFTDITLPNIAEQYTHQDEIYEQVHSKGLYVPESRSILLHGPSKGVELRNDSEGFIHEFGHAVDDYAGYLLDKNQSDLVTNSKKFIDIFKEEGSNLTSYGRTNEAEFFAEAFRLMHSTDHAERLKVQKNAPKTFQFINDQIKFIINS
* hit, by the source's call. Rule as the data show it, unless noted: active = inhibition above about 30%; inconclusive = no clear call, values can overlap the other calls; inactive = below that.

Screening CN(C)c1ccc(S(=O)(=O)N2CCCCC2)cc1NC(=O)CN1C(=O)NC(C)(c2ccccc2)C1=O (stereo not given) returned BoNT-A LC inh2 -0.4, SSB-PriA inh -2, Vc quorum ag inactive, TcdB GH inh 0.2, Yp Topo-I inh 15, PfHsp40 rescue 0.8, CCHFV vOTU inh 5 and Anthrax LF prot 5.
CSc1ccccc1NC(=O)c1ccc(N2CC3CC(C2)c2cccc(=O)n2C3)c(NC(=O)c2ccncc2)c1 (stereo not given) was read as BoNT-A LC inh2 1.6, SSB-PriA inh -12, Vc quorum ag -0.5, TcdB GH inh 0.1, Yp Topo-I inh 19, VHR inh abs 16, 3CLpro inhibitor 2, PfHsp40 rescue 1.6, CCHFV vOTU inh -1 and Anthrax LF prot 2.
For CC(=O)NC(Cc1ccc(C(C)C)cc1)C(=O)NC1CCN(c2nc(C)cc(C)n2)CC1 (stereo not given) the results were BoNT-A LC inh2 -0.6, SSB-PriA inh -12, Vc quorum ag -0.9, Yp Topo-I inh 6, VHR inh abs 10, 3CLpro inhibitor 0, PfHsp40 rescue 1.0, CCHFV vOTU inh -5 and Anthrax LF prot -2.
Screening NC(=O)NCC(=O)N1CCC(C(O)(c2ccccc2)c2ccccc2)CC1 returned BoNT-A LC inh2 -1.5, SSB-PriA inh -5, Vc quorum ag -0.5, TcdB GH inh 0.8, Yp Topo-I inh 3, VHR inh abs -15, 3CLpro inhibitor -1, PfHsp40 rescue 0.1, CCHFV vOTU inh -3 and Anthrax LF prot -5.
`CCCCNC(=O)CSc1nc2ccc(NC(=O)CSc3nnc(N)s3)cc2s1` gave BoNT-A LC inh2 0.0, SSB-PriA inh -9, Vc quorum ag inactive, TcdB GH inh 1.2, Yp Topo-I inh -7, VHR inh abs -5, 3CLpro inhibitor 0, PfHsp40 rescue 0.4, CCHFV vOTU inh 0 and Anthrax LF prot 0.
For COc1ccc(-c2cc(C(F)(F)F)nc(S(=O)(=O)CCCC(=O)Nc3cccnc3Cl)n2)cc1OC the results were BoNT-A LC inh2 0.4, SSB-PriA inh 2, Vc quorum ag -1.4, TcdB GH inh 1.7, Yp Topo-I inh -14, VHR inh abs 5, 3CLpro inhibitor 8, PfHsp40 rescue -0.7, CCHFV vOTU inh -6 and Anthrax LF prot -2.
For Cc1ccc(S(=O)(=O)N(C)CCCC(=O)Nc2cc(C)ccc2C)cc1 the results were BoNT-A LC inh2 -0.3, SSB-PriA inh -14, Vc quorum ag -0.2, TcdB GH inh 0.8, Yp Topo-I inh 9, VHR inh abs 15, 3CLpro inhibitor 1, PfHsp40 rescue -1.4, CCHFV vOTU inh 5 and Anthrax LF prot -4.
CCn1cc(/C=C2\SC(=O)N(CC(=O)Nc3ccc4c(c3)OCO4)C2=O)c2ccccc21 was read as BoNT-A LC inh2 0.5, SSB-PriA inh -25, Vc quorum ag inactive, Yp Topo-I inh -3, VHR inh abs 6, 3CLpro inhibitor -7, PfHsp40 rescue -0.9, CCHFV vOTU inh 1 and Anthrax LF prot 0.
`OCC1(CCc2ccccc2)CCN(Cc2cccn2-c2cccnc2)CC1` gave BoNT-A LC inh2 0.6, SSB-PriA inh -2, Vc quorum ag 1.2, TcdB GH inh -0.2, Yp Topo-I inh 8, VHR inh abs 22, 3CLpro inhibitor 5, PfHsp40 rescue -2.0, CCHFV vOTU inh -8 and Anthrax LF prot -4.
`Cc1ccc(SCCN2CCN(CC(C)C)CCC2=O)cc1` gave BoNT-A LC inh2 0.0, SSB-PriA inh -7, Vc quorum ag inactive, TcdB GH inh 2.7, Yp Topo-I inh 2, VHR inh abs 3, PfHsp40 rescue -0.4, CCHFV vOTU inh 2 and Anthrax LF prot -5.
For CN(C)c1cccc(C(=O)OCC(=O)N(C)c2ccccc2)c1 the results were BoNT-A LC inh2 0.8, SSB-PriA inh -7, Vc quorum ag inactive, TcdB GH inh 1.2, Yp Topo-I inh 8, VHR inh abs 12, 3CLpro inhibitor 4, PfHsp40 rescue -0.3, CCHFV vOTU inh -4 and Anthrax LF prot 0.
`COC(=O)c1cc(NC(=S)NCc2ccc(Cl)cc2)cc(C(=O)OC)c1` gave BoNT-A LC inh2 0.1, SSB-PriA inh -15, Vc quorum ag -0.7, Yp Topo-I inh -4, VHR inh abs 22, 3CLpro inhibitor 2, PfHsp40 rescue 1.5, CCHFV vOTU inh 2 and Anthrax LF prot 0.

The final 2 entries of the part above come first, to join the parts.
For CN(C)c1cccc(C(=O)OCC(=O)N(C)c2ccccc2)c1 the results were BoNT-A LC inh2 0.8, SSB-PriA inh -7, Vc quorum ag inactive, TcdB GH inh 1.2, Yp Topo-I inh 8, VHR inh abs 12, 3CLpro inhibitor 4, PfHsp40 rescue -0.3, CCHFV vOTU inh -4 and Anthrax LF prot 0.
`COC(=O)c1cc(NC(=S)NCc2ccc(Cl)cc2)cc(C(=O)OC)c1` gave BoNT-A LC inh2 0.1, SSB-PriA inh -15, Vc quorum ag -0.7, Yp Topo-I inh -4, VHR inh abs 22, 3CLpro inhibitor 2, PfHsp40 rescue 1.5, CCHFV vOTU inh 2 and Anthrax LF prot 0.
`COc1ccc(CCNC(=O)c2cc3c(=O)n4ccccc4nc3n(CCN3CCOCC3)c2=N)cc1` gave BoNT-A LC inh2 -1.6, SSB-PriA inh -1, Vc quorum ag -0.6, TcdB GH inh -0.6, Yp Topo-I inh 6, VHR inh abs 2, 3CLpro inhibitor 0, PfHsp40 rescue 0.7, CCHFV vOTU inh -21 and Anthrax LF prot 1.
O=C(CN(Cc1ccc(F)cc1)C(=O)CNS(=O)(=O)c1ccc(F)cc1)NCc1ccco1 was read as BoNT-A LC inh2 0.4, SSB-PriA inh -3, Vc quorum ag -0.2, TcdB GH inh 0.1, Yp Topo-I inh 4, VHR inh abs 17, 3CLpro inhibitor 0, PfHsp40 rescue -0.8, CCHFV vOTU inh -3 and Anthrax LF prot -3.
`Cc1cccc(C)c1NC(=O)CNC(=O)CCC(=O)N1CCOCC1` gave BoNT-A LC inh2 -0.6, SSB-PriA inh -7, Vc quorum ag 0.6, TcdB GH inh 3.3, Yp Topo-I inh -9, PfHsp40 rescue 0.3, CCHFV vOTU inh -5 and Anthrax LF prot -1.
Screening Cc1ccc2c(c1)C1CN(C)CCC1N2C(=O)c1ccccc1NS(=O)(=O)c1cccc(C(F)(F)F)c1 (stereo not given) returned BoNT-A LC inh2 -0.2, SSB-PriA inh 1, Vc quorum ag -0.3, TcdB GH inh -0.9, Yp Topo-I inh 3, VHR inh abs 38, 3CLpro inhibitor -2, PfHsp40 rescue 1.2, CCHFV vOTU inh 14 and Anthrax LF prot -3.
CN(CC(=O)Oc1ccc(-c2nnco2)cc1)S(=O)(=O)c1ccc(F)cc1 was read as BoNT-A LC inh2 0.5, SSB-PriA inh -19, Vc quorum ag inactive, TcdB GH inh 2.8, Yp Topo-I inh -3, PfHsp40 rescue -1.4, CCHFV vOTU inh -10 and Anthrax LF prot -2.
`Cc1ccccc1NC(=O)CN(C)S(=O)(=O)c1ccc2c(c1)n(C)c(=O)c(=O)n2C` gave BoNT-A LC inh2 -1.1, SSB-PriA inh -6, Vc quorum ag inactive, TcdB GH inh 1.3, Yp Topo-I inh 4, VHR inh abs 12, 3CLpro inhibitor 1, PfHsp40 rescue -0.2, CCHFV vOTU inh -3 and Anthrax LF prot 1.
For COC(=O)c1nc2n(n1)C(c1ccccc1OC)C1=C(CCCC1=O)N2 (stereo not given) the results were BoNT-A LC inh2 -0.6, SSB-PriA inh -8, Vc quorum ag inactive, Yp Topo-I inh -5, VHR inh abs -11, 3CLpro inhibitor -1, PfHsp40 rescue 0.7, CCHFV vOTU inh -1 and Anthrax LF prot 5.
Screening Cc1ccc(-c2ccc(=O)n(CC(=O)NCc3ccco3)n2)cc1 returned BoNT-A LC inh2 0.2, SSB-PriA inh -5, Vc quorum ag 1.0, Yp Topo-I inh 10, VHR inh abs 10, 3CLpro inhibitor -4, PfHsp40 rescue 2.7, CCHFV vOTU inh -2 and Anthrax LF prot -4.
`O=C(Cc1ccccc1F)NC1CCCc2ccccc21` (stereo not given) gave BoNT-A LC inh2 0.4, SSB-PriA inh -9, Vc quorum ag inactive, TcdB GH inh 0.7, Yp Topo-I inh 0, VHR inh abs 26, 3CLpro inhibitor -4, PfHsp40 rescue 0.1, CCHFV vOTU inh 1 and Anthrax LF prot 0.
For Cc1cc(NS(=O)(=O)c2ccc(NC(=O)c3cccc(OC(F)F)c3)cc2)nc(C)n1 the results were BoNT-A LC inh2 -1.0, SSB-PriA inh -4, Vc quorum ag 0.5, TcdB GH inh 0.6, Yp Topo-I inh -2, VHR inh abs 14, 3CLpro inhibitor 0, PfHsp40 rescue -1.4, CCHFV vOTU inh -5 and Anthrax LF prot -3.
`CCCCCCn1cc(CN2CC(N(C)C)CS2(=O)=O)nn1` (stereo not given) gave BoNT-A LC inh2 -0.9, TcdB GH inh 0.9, CCHFV vOTU inh 17 and Anthrax LF prot -5.
Screening CSC1=NCCN1C(=O)c1c(F)cccc1F returned BoNT-A LC inh2 -0.2, SSB-PriA inh -9, Vc quorum ag inactive, Yp Topo-I inh -2, VHR inh abs 26, 3CLpro inhibitor 3, PfHsp40 rescue -2.1, CCHFV vOTU inh 12 and Anthrax LF prot 0.
COc1ccc(OC)c(C(=O)NC(CC(N)=O)c2ccc(NCC3CC3)c([N+](=O)[O-])c2)c1 (stereo not given) was read as BoNT-A LC inh2 -1.0, SSB-PriA inh -12, Vc quorum ag -0.8, TcdB GH inh 0.9, Yp Topo-I inh 14, VHR inh abs 13, 3CLpro inhibitor -3, PfHsp40 rescue 0.5, CCHFV vOTU inh -8 and Anthrax LF prot -2.
Screening COc1cc2cc(C(c3nnnn3C3CCCC3)N3CCCCCC3)c(=O)[nH]c2cc1OC (stereo not given) returned BoNT-A LC inh2 -0.7, SSB-PriA inh -15, Vc quorum ag inactive, Yp Topo-I inh 24, VHR inh abs 3, 3CLpro inhibitor -1, PfHsp40 rescue 0.8, CCHFV vOTU inh -17 and Anthrax LF prot 0.
Screening O=C(O)CCN1C(=O)C2C3c4ccccc4C(c4ccccc43)[C@@H]2C1=O (stereo not given in full) returned BoNT-A LC inh2 0.7, SSB-PriA inh -1, Vc quorum ag -4.8, TcdB GH inh 0.3, Yp Topo-I inh 7, VHR inh abs -4, 3CLpro inhibitor -5, PfHsp40 rescue -0.1, CCHFV vOTU inh -7 and Anthrax LF prot -1.
For COc1cc(OC)cc(-c2c(-c3ccc(F)cc3)c3cc(-c4ccc5c(c4)OCCO5)ccc3n2C)c1 the results were BoNT-A LC inh2 0.3, SSB-PriA inh -43, Vc quorum ag -4.0, TcdB GH inh -0.2, Yp Topo-I inh -6, PfHsp40 rescue -0.2, CCHFV vOTU inh -2 and Anthrax LF prot -5.
COc1ccc(-c2csc(N3C(=N)SCC3=O)n2)cc1 was read as BoNT-A LC inh2 -1.3, SSB-PriA inh -3, Vc quorum ag inactive, Yp Topo-I inh 2, VHR inh abs 23, 3CLpro inhibitor 1, PfHsp40 rescue 0.5, CCHFV vOTU inh -16 and Anthrax LF prot -2.
CC(=O)N1N=C(c2ccccc2)CC1c1ccccc1 (stereo not given) was read as BoNT-A LC inh2 -0.6, SSB-PriA inh 3, Vc quorum ag -0.5, TcdB GH inh 1.0, Yp Topo-I inh 7, VHR inh abs 5, 3CLpro inhibitor -3, PfHsp40 rescue 0.0, CCHFV vOTU inh 8 and Anthrax LF prot 16.
For CC1CN(C(=O)COC(=O)c2cccc(S(=O)(=O)N3CCc4ccccc43)c2)CC(C)O1 (stereo not given) the results were BoNT-A LC inh2 -0.2, SSB-PriA inh -14, Vc quorum ag 0.1, TcdB GH inh 0.6, Yp Topo-I inh 24, PfHsp40 rescue 3.0, CCHFV vOTU inh -6 and Anthrax LF prot -3.
Screening CCCc1nc2ccc(Cl)cn2c1Cc1ccccc1 returned BoNT-A LC inh2 3.6, TcdB GH inh 0.0, CCHFV vOTU inh 13 and Anthrax LF prot 13.
CCCCNC(=O)N(O)C1N(/N=C/c2ccccc2F)C(=S)SC1(C)C (stereo not given) was read as BoNT-A LC inh2 -0.1, Vc quorum ag 0.0, TcdB GH inh -2.8, Yp Topo-I inh -2, VHR inh abs 17, 3CLpro inhibitor -6, PfHsp40 rescue 0.5, CCHFV vOTU inh -2 and Anthrax LF prot -8.

This is a subset, so the mix of outcomes need not match the whole.
